Screening data deposited in PubChem BioAssay by several laboratories.
TROY NFkB inh: inhibitors of TROY-dependent NF-kB signaling; Q293 LMP1-TROYcd NF-kB luciferase reporter, 4 h; inhibition, % at 10 µM; 360,000 tested, 0.98% active; AID 1347056;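 active = compounds whose plate-normalised and pattern-corrected inhibition of the luciferase reporter signal at the single screening dose is 50% or more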
COUP-TFII inh: inhibitors of human COUP-TFII (NR2F2). HEK293T NGFI-A luciferase reporter, luminescence. inhibition, % at 8.6 µM. 370,000 tested, 0.7% active;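 active = inhibition above a per-plate cutoff, mean inhibition of test wells between control levels plus 3 SD, cut at about 38% in these data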;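 note: cells cotransfected with COUP-TFII expression vector driving the NGFI-A reporter; 0% = median of COUP-TF2 test wells and 100% = reporter-only cells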
SRC1 inh: inhibitors of human steroid receptor coactivator 1 (SRC1). Q15788. HEK293 GAL4-SRC1 luciferase reporter, luminescence. inhibition, % at 3.6 µM. 360,000 tested, 0.12% active;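 active = inhibition above the campaign mean plus 3 SD, with each screening campaign given its own cutoff, cut at about 60% in these data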;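 note: 0% = DMSO treated cells and 100% = gossypol at 36 µM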
TLR9-MyD88 inh: blocks human TLR9 binding to MyD88; Q9NR96+Q99836; CHO BLA complementation TLR9-MyD88, CCF4 FRET ratio; inhibition, % at 4.98 µM; 340,000 tested, 0.21% active; AID 504734;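 active = inhibition above the mean over all tested compounds plus 3 SD, cut at about 21% in these data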;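 note: 0% = DMSO only wells and 100% = clavulanate BLA inhibitor control wells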
NCOA2 inhibitor: inhibits human steroid receptor coactivator 2; Q15596; HEK293 GAL4-SRC2 luciferase reporter, luminescence; inhibition, % at 9 µM; 370,000 tested, 0.17% active;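 active = inhibition above the mean inhibition of all tested compounds plus 3 SD, set per campaign, cut at about 52% in these data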;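 note: 0% = DMSO treated cells and 100% = cells given Gossypol at 36 µM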
EBV LMP1 NFkB: Epstein-Barr LMP1 NF-kappaB reporter inhibition. LMP1-induced NF-kappaB luciferase reporter cells, luminescence. inhibition, % at 12.5 µM. 350,000 tested, 0.69% active. AID 504558; in the data active = inhibition above about 41%;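 note: 0% = neutral control wells and 100% = reference inhibitor control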
LRH-1 inv ag: suppresses constitutive activity of human LRH-1 | HEK293T StAR-luciferase reporter, LRH-1 transfected, 24 h | inhibition, % at 3.6 µM | 360,000 tested, 0.13% active | AID 602396;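 active = inhibition above the mean inhibition of all tested compounds plus 3 SD, cut at about 73% in these data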;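 note: 0% = DMSO wells and 100% = reporter-only cells lacking LRH-1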
Target sequence (O00482 whole entry, looked up): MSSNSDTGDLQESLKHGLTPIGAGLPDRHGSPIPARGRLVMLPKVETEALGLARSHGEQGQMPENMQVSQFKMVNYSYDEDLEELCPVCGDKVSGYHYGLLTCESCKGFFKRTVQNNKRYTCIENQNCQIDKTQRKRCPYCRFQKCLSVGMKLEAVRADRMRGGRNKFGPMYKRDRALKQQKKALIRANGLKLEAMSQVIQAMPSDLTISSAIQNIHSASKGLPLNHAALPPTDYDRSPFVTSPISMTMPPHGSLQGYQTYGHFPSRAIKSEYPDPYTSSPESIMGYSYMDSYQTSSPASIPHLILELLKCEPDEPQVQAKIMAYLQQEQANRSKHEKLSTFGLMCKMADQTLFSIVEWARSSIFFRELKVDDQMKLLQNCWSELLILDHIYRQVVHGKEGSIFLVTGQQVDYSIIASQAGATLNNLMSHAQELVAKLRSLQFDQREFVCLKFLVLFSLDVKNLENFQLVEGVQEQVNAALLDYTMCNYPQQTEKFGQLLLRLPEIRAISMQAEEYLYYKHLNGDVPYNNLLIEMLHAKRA
NCOA3 inh: inhibitors of human steroid receptor coactivator 3 (SRC3); Q9Y6Q9; inhibition, % at 3.6 µM; HEK293 GAL4-SRC3 luciferase reporter, luminescence; AID 588352; 360,000 tested, 0.17% active;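 active = inhibition above a per-campaign cutoff, the mean of all compounds plus 3 SD, cut at about 60% in these data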;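 note: 0% = DMSO-treated cells and 100% = gossypol-treated cells at 36 µM; higher means less SRC3-driven luciferase light from the GAL4 reporter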
NOD2 RIPK2 PPI: blocks binding of human NOD2 to RIPK2; inhibition, % at 4.98 µM; O43353; AID 624267; CHO BLA complementation NOD2-RIPK2, CCF4 ratio; 360,000 tested, 0.38% active; in the data active = inhibition above about 21%;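 note: 0% = vehicle only and 100% = reference blocker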
Target sequence (O43353 whole entry, looked up): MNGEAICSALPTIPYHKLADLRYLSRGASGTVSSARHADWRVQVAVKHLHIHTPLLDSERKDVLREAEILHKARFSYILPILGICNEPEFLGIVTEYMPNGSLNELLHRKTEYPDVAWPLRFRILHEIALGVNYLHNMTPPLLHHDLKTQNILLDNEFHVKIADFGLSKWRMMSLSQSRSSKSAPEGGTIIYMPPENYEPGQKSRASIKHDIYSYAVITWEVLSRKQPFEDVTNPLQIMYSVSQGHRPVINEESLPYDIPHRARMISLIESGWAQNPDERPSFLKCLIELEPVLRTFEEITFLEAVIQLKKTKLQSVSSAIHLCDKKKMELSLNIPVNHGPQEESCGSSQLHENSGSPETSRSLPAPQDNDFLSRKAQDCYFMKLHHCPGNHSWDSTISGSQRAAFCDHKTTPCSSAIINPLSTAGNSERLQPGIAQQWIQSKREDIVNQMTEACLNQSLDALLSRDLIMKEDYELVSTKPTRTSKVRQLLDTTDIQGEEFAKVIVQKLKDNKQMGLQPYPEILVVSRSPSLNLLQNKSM
C8 TRAIL sens: sensitizes caspase-8 expressing cells to TRAIL; inhibition (viability loss, TRAIL sensitization), % at 10 µM; 360,000 tested, 1% active; AID 624354; NB7+C8 cells + TRAIL, ATPlite viability luminescence;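 active = compounds causing at least 50% loss of cell viability in the single-dose screen, relative to plate controls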
TWEAK-Fn14 inh: blocks TWEAK-Fn14 interaction in a reporter cell assay; 360,000 tested, 2% active; inhibition, % at 10 µM; AID 1159606; TWEAK-stimulated Fn14 reporter cells, luciferase luminescence, 8 h; in the data active = inhibition above about 50%
The depositor's hits bear a star; . = no result given. This is a subset; count on the stated rates, not on these rows.

SMILES	TROY NFkB inh	COUP-TFII inh	SRC1 inh	TLR9-MyD88 inh	NCOA2 inhibitor	EBV LMP1 NFkB	LRH-1 inv ag	NCOA3 inh	NOD2 RIPK2 PPI	C8 TRAIL sens	TWEAK-Fn14 inh
CCN1C(=O)N[C@@H](c2cccc(C(F)(F)F)c2)[C@@H](C(=O)OC)[C@H]1C	-9	-13	-5	1	-8	-1	27	2	-11	-16	3
CC(OC(=O)C1CCN(c2ccc(C(F)(F)F)cn2)CC1)C(=O)c1ccccc1 (stereo not drawn)	-9	-1	-11	-1	11	-2	22	12	-7	6	3
CN(C)CCCN=Cc1c(O)n(Cc2ccccc2)c(=O)c2ccccc12	-12	3	-11	0	-9	0	0	-16	1	5	1
CCOC(=O)C1C(c2ccc(O)cc2)NC(=O)NC1(O)C(F)(F)F (stereo not drawn)	-5	-5	-3	8	11	1	-9	-5	3	-8	13
O=[N+]([O-])c1ccc(/C=C/C2=NN(c3ccccc3)C(c3ccco3)C2)cc1 (stereo not drawn)	-56	-3	-18	11	-25	-2	-18	5	4	9	-23
CCCS(=O)(=O)NC(=O)C1(C)CCCN(C(=O)Cc2ccc3ccccc3c2)C1 (stereo not drawn)	-7	22	4	.	0	.	-1	9	-8	-17	-18
O=C(CS(=O)(=O)Cc1ccccc1)Nc1nc2c(s1)CCCC2	9	0	-7	2	-2	-2	3	-3	-2	22	2
COc1ccc(C(=O)N/N=C\c2coc3ccc(Cl)cc3c2=O)cc1	11	18	10	-7	37	3	2	28	-3	-14	30
CCNC(=S)NCc1ccc(Cl)cc1	-5	-18	-6	-11	-15	4	-9	17	8	-10	-3
COc1ccc(N(CC(=O)Nc2cc(Cl)ccc2OC)C2=NC3CS(=O)(=O)CC3S2)cc1 (stereo not drawn)	5	2	4	-12	21	6	8	1	6	14	12
CCCC(=O)Nc1ccc2nn(-c3ccc(OC)cc3)nc2c1	-61	-16	-55	3	-23	-24	-87	-100	-14	6	-26
COc1ccc(C(=O)NC(C(=O)N2CCc3ccccc32)C(C)C)cc1 (stereo not drawn)	-13	0	-5	9	-26	-16	1	18	-4	2	-6
Cc1ccc(CNC(=O)CCC(=O)N2CC(C)Oc3ccc(Cl)cc32)cc1 (stereo not drawn)	8	5	7	-4	4	-4	0	2	6	-7	-13
COc1ccc(CNC(=O)N2CCN(c3cccc(C)c3C)CC2)cc1OC	17	9	-13	0	6	-2	-4	12	2	-3	-9
Cc1ccc(NC(=O)CN2CCOCC2)cc1C	-2	16	-21	-3	-28	-6	-9	-5	1	-6	13
C=CCC[C@@H](Cc1ccc(F)cc1)C(=O)OC[C@H](C)NC(=O)[C@H](CC=C)CC(=O)N(CCO)Cc1ccccc1	3	4	-5	0	-18	-7	-4	-4	12	10	11
CNC(=O)c1sccc1Oc1ccc(F)cc1[N+](=O)[O-]	4	-15	8	-7	-20	7	4	-19	-7	-4	6
CCc1nc2ccc(C(=O)Nc3cccc(OCC(=O)N(C)C)c3)cn2c1N(C)Cc1ccc(N(C)C)cc1	1	-21	-19	.	-3	.	-15	-7	-11	-7	0
CC(C)CCN(C(=O)Cc1ccccc1F)c1c(N)n(Cc2ccccc2)c(=O)[nH]c1=O	3	7	13	-1	26	-1	-17	11	0	0	-2
O=C(Nc1ccc2c(c1)OCO2)c1ccccn1	-21	-32	-82	-13	-67	-5	-140	-94	-19	16	18
COc1ccccc1C1=CC(=O)C[C@H](c2ccc(F)cc2)C1	-9	3	-7	3	-38	-5	-9	-8	10	-2	-18
Cc1ccc(S(=O)(=O)NCCC(=O)Nc2ncccc2O)cc1C	-22	-3	2	8	5	-7	13	2	-7	1	8
Cc1ccc(SCC(=O)NNC(=O)CNC(=O)c2ccc(Br)cc2)cc1	-13	12	-3	2	1	1	-4	-14	11	-2	5
CCOc1c(Cl)cc(CNCc2ccncc2)cc1OC	-11	21	8	-3	-3	7	9	6	-6	11	38
Cn1cccc1C(=O)OCc1cc(Cl)cc2c1OCOC2	-41	-37	-110	-1	-50	-19	-97	-50	2	-20	-13
Going on with the list.
SMILES	TROY NFkB inh	COUP-TFII inh	SRC1 inh	TLR9-MyD88 inh	NCOA2 inhibitor	EBV LMP1 NFkB	LRH-1 inv ag	NCOA3 inh	NOD2 RIPK2 PPI	C8 TRAIL sens	TWEAK-Fn14 inh
FC(F)(F)c1cnc(Nc2ccc(N3CCOCC3)cc2)c(Cl)c1	-22	4	4	-1	25	1	-11	5	-9	-10	16
COc1cccc(CN2CC(C(=O)NCCCc3ccncc3)CCC2=O)c1 (stereo not drawn)	-9	1	6	-6	-2	3	3	-5	-3	-6	-9
COc1ccc(C(O)c2ncc(-c3ccccc3Cl)[nH]2)cc1 (stereo not drawn)	-16	2	-3	.	-8	.	-33	-7	-7	6	-26
CCOc1ccc(S(=O)(=O)Nc2ccccc2C(=O)NCC2CCCO2)cc1 (stereo not drawn)	3	-1	-20	-6	20	3	12	21	-8	0	8
COc1cc(OC)cc(OC(=O)c2ccc3c(=O)n4c(nc3c2)CCC4)c1	-61	7	-39	-11	13	0	-2	5	-5	11	-5
O=C(O[C@@H]1OC2COC(=O)c3cc(O)c(O)c(O)c3-c3c(cc(O)c(O)c3O)C(=O)O[C@@H]([C@H]1O)[C@@H]2O)c1cc(O)c(O)c(O)c1	-20	.	12	-3	.	-9	4	-15	-6	1	75*
O=C(Nc1ccc(Cl)c(Cl)c1)c1ccc(Cl)c(Cl)c1	-43	14	-97	5	-59	-23	-89	-96	-6	-1	-59
COc1ccc(C2=Nc3ccccc3N(C(=O)c3ccc(C(F)(F)F)cc3)C2C(=O)Nc2c(C)cccc2C)cc1 (stereo not drawn)	.	17	.	.	-13	.	14	.	-12	-10	.
C/C(CC(=O)N1CCN(C=O)CC1)=N\NC(=O)c1ccc(Cl)cc1	-14	-12	4	-2	-14	1	-5	-15	4	1	3
O=C(Cc1ccc(Br)cc1)Nc1cccc(S(=O)(=O)N2CCCCC2)c1	16	10	10	-10	-21	-7	-9	-1	-12	-16	14
CC(NC(=O)COC(=O)c1ccccc1O)C1CC2CCC1C2 (stereo not drawn)	-16	21	8	-6	5	13	-16	7	2	-18	8
Cc1cc(NC(=O)c2ccc(F)cc2)no1	-32	-30	-59	-1	-51	5	-95	-47	5	12	3
COc1cc(/C=C2/SC(=O)N(Cc3ccccc3Cl)C2=O)ccc1OCc1ccncc1	15	7	4	-6	-3	-9	-6	8	-11	13	-6
COc1ccc(OCCCN2CCCCCC2)cc1	-24	2	-19	0	4	-5	13	-15	1	1	-16
Cc1ccc(-c2nn(-c3ccccc3)cc2/C=C2\SC(=S)N(CCCCCC(=O)O)C2=O)o1	-19	1	-15	5	-9	-2	1	-17	5	16	16
COc1ccc(-c2c(C)cc3oc(=O)cc(-c4ccccc4)c3c2C)cc1F	-22	6	-20	-16	5	-3	11	16	8	-19	-37
Cc1ccc(Cl)c(OC(=O)C2CSC3(C)CCC(=O)N23)c1 (stereo not drawn)	-3	5	-14	0	8	7	8	12	1	-1	9
CC(Oc1ccccc1)C(=O)N=C1SC2CS(=O)(=O)CC2N1Cc1ccccc1 (stereo not drawn)	-8	7	-4	-5	-9	-1	3	3	4	1	19
NC(=O)CNC(=O)C1CCCc2c1[nH]c1ccc(Cl)cc21 (stereo not drawn)	4	-4	10	-7	11	6	15	-7	3	-9	8
CCCc1cc(=O)oc2c(C)c(OCC(=O)N3CCC(C(N)=O)CC3)ccc12	-1	-4	4	-10	5	-1	33	-2	-3	-8	-4
CC(=O)Nc1ccc(-c2ccnc3c2CC(C(=O)Nc2cccc(OC(F)(F)F)c2)O3)cc1 (stereo not drawn)	16	11	5	.	-14	.	16	-12	0	9	-9
Clc1ccccc1N1CCN(Cc2ccc(Br)o2)CC1	-20	-3	-10	-3	0	-3	-8	17	-6	-13	-14
O=C(O)CC1=C(O)C(=O)N(c2ccccc2)C1c1ccccc1 (stereo not drawn)	6	2	3	-7	-1	-7	-11	9	1	1	-10
Nc1cccc(-c2c[nH]c3ncc(-c4cccnc4)cc23)c1	23	.	39	3	.	-11	4	29	-5	3	41
Cc1nnc(NC(=O)C2CCCN2S(=O)(=O)c2ccc(Cl)cc2)s1 (stereo not drawn)	9	8	3	-5	-24	8	11	10	4	1	15

Results in SRC1 inh, for 2 of the compounds above:
smiles	SRC1 inh
COc1cccc(CN2CC(C(=O)NCCCc3ccncc3)CCC2=O)c1 (stereo not drawn)	6
CC(NC(=O)COC(=O)c1ccccc1O)C1CC2CCC1C2 (stereo not drawn)	8

Continued:
SMILES	TROY NFkB inh	COUP-TFII inh	SRC1 inh	TLR9-MyD88 inh	NCOA2 inhibitor	EBV LMP1 NFkB	LRH-1 inv ag	NCOA3 inh	NOD2 RIPK2 PPI	C8 TRAIL sens	TWEAK-Fn14 inh
CCN(CC)S(=O)(=O)c1ccc(=O)[nH]c1	18	-14	-16	7	-8	0	5	-16	-5	1	-12
COC(=O)[C@H](CC(C)C)NC(=O)Nc1ccc2c(c1)OCCO2	32	-14	2	-6	8	7	-35	0	-4	-14	66*
O=C(O)c1ccnc(C(=O)O)c1	7	1	3	-18	1	-8	-15	15	-8	-19	4
CCO[C@H]1OC(C(=O)NC2CC2)=C[C@@H](c2coc3ccccc3c2=O)[C@@H]1CCCO	-10	0	-33	3	9	5	10	-18	-11	-17	0
O=C(Nc1ccc2oc(=O)ccc2c1)c1ccc(-c2cccc(Cl)c2)o1	9	6	-10	-7	-12	-37	6	13	5	-3	-16
Cc1[nH]c(C)c2c(=O)[nH]ncc12	-3	-10	-16	-5	14	-1	5	21	-15	-15	3
Cc1ccc(C2NC(=NCc3ccccc3)Nc3nc(C)cc(=O)n32)cc1 (stereo not drawn)	10	14	14	0	-1	-2	12	25	-6	3	-8
Cc1nn(C)c(C)c1NC(=O)c1ccnn1C	5	3	7	-5	-7	-4	5	13	7	-4	1
CCOc1cc(CNCc2cccs2)ccc1OCC(=O)NC(C)(C)C	6	-5	-25	-9	13	-4	-16	17	-7	9	-6
CCC(=O)Nc1cc(C(=O)OCc2ccc(C(=O)Oc3ccccc3)cc2)ccc1C	-16	2	6	14	1	-2	1	9	-4	3	-11
CC(=O)Nc1ccc(S(=O)(=O)NCCC(=O)OC(C)C(=O)c2ccc(C)cc2)cc1 (stereo not drawn)	21	20	10	-15	8	7	10	11	2	5	24
O=C(OCC(=O)N1CCN(c2ccccc2)CC1)c1ccc2ccccc2n1	-6	-6	6	-4	6	0	58	-7	15	4	11
CCCCCCc1c(C)[nH]c2nc3ccccc3n2c1=O	10	16	-26	-8	2	-5	8	9	-6	-6	9
CCN(CC)S(=O)(=O)c1cccc(C(=O)OCC(=O)c2ccc3c(c2)OCCO3)c1	21	-1	-1	-3	-3	2	18	4	-2	-3	15
CC(=O)Nc1cccc(CCc2nc3ccccc3[nH]2)c1	-12	-9	-22	-4	-9	-7	-42	-27	-5	-3	-23
Cc1ccc(S(=O)(=O)/N=C2/NC(=O)/C(=C/c3ccc(Br)o3)S2)cc1	19	-7	8	-2	3	5	9	16	-8	1	1
Cc1ccc(-c2cc(C(=O)Nc3ccccc3C)c3ccccc3n2)o1	18	6	-4	2	4	10	6	-2	-2	3	2
